Screens deposited in PubChem by several laboratories.
NS3 helicase inh – inhibitors of HCV NS3 helicase, primary screen, biochemical, Cy5 molecular beacon fluorescence; actives 0.56% (n = 290,000); inhibition, % at 10.9 µM; NS3 helicase DNA unwinding; AID 1800, 2009;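 active means inhibition above the mean of all tested compounds plus 3 SD, set per campaign, cut at about 35% in these data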;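 further: 0% = DMSO wells and 100% = thioflavine S control wells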
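Assay system – hepatitis C virus NS3 helicase domain fragment enzyme · Buffer or medium – MOPS pH 6.5, MgCl2, DTT, Tween20, BSA · Reagent – Cy5/quencher beacon DNA duplex and ATP to start · Compound – single 10.9 µM dose · Timing – 1 h at 25 °C · Technique – Cy5 beacon fluorescence read at start and 1 h · Measure – % inhibition of unwinding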
p-CIP stab down – p/CIP-EGFP fusion destabilizers, primary screen, fluorescence, F442A cells; Q05BA5; AID 1984, 2009; decrease of EGFP signal, % at 10 µM; 16 h; actives 0.01% (n = 290,000);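 active means EGFP signal decrease of at least 30% at 10 µM or well 3 SD below plate mean, unless failing retest; inactive means the rest, including hits failing retest or dose response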; further: some compounds called inactive have numbers as strong as hits; many of its hits are not listed in these tables
MEKK3 PB1 HTS – modulators of MEKK3-MEK5 PB1 binding, primary screen, biochemical, wildtype MEKK3, multiplex bead flow cytometry, Alexa488-MEK5. actives 1.4% (n = 290,000). bead-based flow cytometry, Alexa488-MEK5 binding to MEKK3; actives lie on both sides; 0 = blocked by unlabeled MEK5, 100 = vehicle. binding response (% of control), % at 10 µM. Mitogen-activated protein kinase kinase kinase 3 (Homo sapiens), Q99759;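 active means binding response more than 3 SD above or below the average of its plate-row segment, actives on both sides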;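 further: Alexa488 bead fluorescence after subtracting the streptavidin-only scavenger bead signal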
Target sequence (Q99759 whole entry, looked up): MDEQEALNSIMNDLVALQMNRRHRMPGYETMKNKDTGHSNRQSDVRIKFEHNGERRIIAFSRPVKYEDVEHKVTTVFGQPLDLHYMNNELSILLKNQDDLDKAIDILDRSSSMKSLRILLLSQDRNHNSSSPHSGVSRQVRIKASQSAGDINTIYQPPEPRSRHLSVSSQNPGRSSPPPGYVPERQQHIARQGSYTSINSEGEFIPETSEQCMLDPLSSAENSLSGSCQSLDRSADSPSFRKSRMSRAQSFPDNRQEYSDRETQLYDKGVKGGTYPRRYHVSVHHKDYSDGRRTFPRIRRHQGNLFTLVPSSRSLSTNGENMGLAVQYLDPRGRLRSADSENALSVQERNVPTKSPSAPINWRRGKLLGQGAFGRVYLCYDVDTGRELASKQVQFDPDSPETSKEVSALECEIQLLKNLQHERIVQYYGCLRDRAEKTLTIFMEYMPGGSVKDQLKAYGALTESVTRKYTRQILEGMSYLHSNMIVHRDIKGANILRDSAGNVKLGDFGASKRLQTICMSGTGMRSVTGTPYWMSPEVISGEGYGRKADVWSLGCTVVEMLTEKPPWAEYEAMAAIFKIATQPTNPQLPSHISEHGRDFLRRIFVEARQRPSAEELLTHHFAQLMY
PHOSPHO1 block – PubChem AID 1565; recombinant PHOSPHO1, absorbance phosphatase assay; actives 1.1% (n = 290,000); inhibition, % at 13.3 µM; Phosphoethanolamine/phosphocholine phosphatase (Homo sapiens), Q8TCT1; in the data active means inhibition above about 60%
Target sequence (Q8TCT1 whole entry, looked up): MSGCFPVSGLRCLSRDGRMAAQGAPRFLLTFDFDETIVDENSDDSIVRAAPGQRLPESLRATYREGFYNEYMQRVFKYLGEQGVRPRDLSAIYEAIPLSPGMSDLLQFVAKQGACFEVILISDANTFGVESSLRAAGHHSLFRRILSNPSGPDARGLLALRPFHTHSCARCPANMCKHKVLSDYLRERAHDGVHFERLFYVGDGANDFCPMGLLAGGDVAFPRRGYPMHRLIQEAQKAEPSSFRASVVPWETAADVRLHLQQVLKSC
IMP-1 inhibitor – IMP-1 metallo-beta-lactamase inhibitors, primary screen, biochemical, epi-absorbance readout, Pseudomonas aeruginosa enzyme; metallo-beta-lactamase IMP-1 (Pseudomonas aeruginosa); purified IMP-1, nitrocefin hydrolysis, epi-absorbance fluorescence; inhibition, % at 5.6 µM; actives 0.45% (n = 290,000);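 active means inhibition above the mean plus 3 SD of all compounds in the same screening run, cut at about 4.5% in these data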;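 further: 0% = IMP-1 with DMSO and 100% = DMSO wells lacking enzyme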
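Test system: recombinant IMP-1 enzyme, purified / Medium: HEPES buffer pH 7.1 with ZnSO4 and Brij 35 / Doses: single dose, 5.6 µM / Times: 25 °C, 15 min preincubation, 25 min reaction / Detection: Epi-absorbance via hydrolysed-nitrocefin quenching of white-plate fluorescence, 480/530 nm, EDTA stop / Evaluation: percent inhibition from optical density relative to buffer-blank wells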
IDE cell activ – human IDE activators in live cells, primary screen, fluorescence polarization, HEK cells, FAbeta-B substrate. Insulin-degrading enzyme (Homo sapiens), P14735. FAbeta-B cleavage; 0% vehicle, 100% cell-free pure enzyme wells. activation, % at 5.96 µM. actives 0.073% (n = 340,000);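 active means activation above the mean of all tested compounds plus 3 SD, set per screening campaign, cut at about 17% in these data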
FID counter – compounds displacing fluorescent DNA intercalator, primary screen, artefact control for HCV NS3 helicase inhibitor project, biochemical, FID fluorescence; DNA fluorescent intercalator displacement; inhibition, % at 7.9 µM; actives 0.17% (n = 290,000); in the data active means inhibition above about 37%;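 further: 0% = vehicle and 100% = reference compound; higher means more ethidium bromide displaced from hairpin DNA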
UBC9 SUMO inh – inhibitors of in vitro SUMOylation cascade, primary screen, biochemical, HTRF, uHTS; SUMO-conjugating enzyme UBC9 (Homo sapiens), P63279; HTRF SUMOylation assay, SAE1/SAE2 + UBC9; inhibition, % at 35 µM; actives 0.36% (n = 290,000); AID 2006, 2009; in the data active means inhibition above about 50%, passing the limit was not always enough; further: strong numbers were not always called active
Target sequence (P63279 whole entry, looked up): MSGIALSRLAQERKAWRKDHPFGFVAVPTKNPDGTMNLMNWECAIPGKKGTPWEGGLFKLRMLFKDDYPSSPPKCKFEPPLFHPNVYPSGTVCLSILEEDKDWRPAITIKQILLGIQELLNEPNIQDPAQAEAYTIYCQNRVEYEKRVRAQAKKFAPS
VIM-2 inhibitor – VIM-2 metallo-beta-lactamase inhibitors, primary screen, biochemical, epi-absorbance readout, Pseudomonas aeruginosa enzyme | purified VIM-2, nitrocefin hydrolysis, epi-absorbance fluorescence | inhibition, % at 5.6 µM | actives 0.89% (n = 290,000);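 active means inhibition above the mean of all tested compounds plus 3 SD, cutoff set per screening run, cut at about 7.5% in these data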;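 further: red hydrolysis product quenches plate fluorescence so inhibitors raise well fluorescence; 0% = enzyme with DMSO and 100% = DMSO without enzyme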
* hit, by the source's call; / = no result given. The list is partial; count on the stated rates, not on these rows.

SMILES	NS3 helicase inh	p-CIP stab down	MEKK3 PB1 HTS	PHOSPHO1 block	IMP-1 inhibitor	IDE cell activ	FID counter	UBC9 SUMO inh	VIM-2 inhibitor
Cc1ccccc1Cn1cnc2c(NS(C)(=O)=O)c(C)c(C)cc21	-2	-13	100	18	-3.7	9	-23	-2	-3.1
COc1ccc(C(=O)N2CCN(c3nnnn3-c3ccccc3)CC2)cc1OC	7	6	98	-38	-0.3	2	-21	-3	-1.3
C=CCOc1ccc(Cl)cc1CNCCCN1CCOCC1	4	-1	98	24	-1.1	-2	17	-2	-2.9
COc1ccc(Nc2cc(C)nc(N3CCOCC3)n2)cc1	4	-12	97	11	-3.4	1	3	14	0.0
CCOC(=O)c1cc(-c2ccccc2)n(CCC(=O)O)c1C	5	-11	81	9	-2.2	6	-24	-4	-0.2
COC(=O)C(C)Sc1nc2c(c(=O)[nH]c(=O)n2C)n1CCCc1ccccc1 (stereo unspecified)	20	-2	101	-11	1.8	-5	-30	27	-0.2
COc1ccccc1N1CCN(CCCn2c(=S)[nH]c3ccccc3c2=O)CC1	-28	-8	107	24	-2.7	-1	-4	50	-3.1
CC(C)(C)C(=O)NNC(=O)CCCOc1ccc(Cl)cc1Cl	1	6	98	9	-3.4	-5	-8	-4	-4.7
COc1cc(-c2nnc(CSc3nnc4nc(C)cc(C)n34)o2)cc(OC)c1OC	6	-5	98	-39	-3.0	2	-12	16	0.6
COc1ccc(/C(N)=N/OC(=O)/C=C/c2ccccc2)cc1	-1	2	107	-131	-3.0	7	-2	-7	-3.4
Cc1ccccc1C(=O)NC(=S)Nc1ccc(S(=O)(=O)N(C)c2ccccc2)cc1	-9	9	104	-24	-1.4	6	-8	-15	-5.2
COc1cccc(C(=O)C2CCCN(Cc3cccc(-n4cccn4)c3)C2)c1 (stereo unspecified)	-11	3	90	32	-2.0	6	3	13	-2.0
COc1cc(NC(=O)c2ccccc2-c2ccccc2)cc(OC)c1OC	7	-2	104	21	-2.3	/	-26	1	-3.4
CCOC(=O)C1=C(CN2CCc3ccccc32)NC(=O)NC1c1cc(C)ccc1C (stereo unspecified)	3	/	102	/	-1.6	8	-10	/	-1.5
CN1CCN(c2ccc(S(=O)(=O)N3CCCCC3)cc2NC(=O)CSCc2ccccc2)CC1	-70	-5	106	48	-1.3	1	13	5	-0.4
COC(=O)c1sccc1NC(=O)CC1C(=O)NCCN1C(=O)Nc1ccc(C(F)(F)F)cc1 (stereo unspecified)	2	-3	101	36	-1.5	4	-4	0	-2.7
CCC(=O)N1N=C(c2c(-c3ccccc3)c3cc(Cl)ccc3[nH]c2=O)CC1c1ccco1 (stereo unspecified)	3	-15	104	3	-2.3	-3	-22	54*	-3.0
Cc1ccc(NC(=S)N2C3CCCC2CC(NC(=O)C2CC2)C3)cc1C (stereo unspecified)	25	-6	100	12	-1.5	-5	-21	1	-3.3
Cc1ccc2c(CSc3nnc(C4CC4)n3N)cc(=O)oc2c1C	4	1	/	51	-2.5	0	-6	-17	2.7
O=C(O)CCN1C(=O)CC(N2C(=O)/C(=C/c3ccc(Cl)cc3)SC2=S)C1=O (stereo unspecified)	15	-2	105	0	-3.0	3	-21	2	-0.8
Nc1nc(-c2ccccn2)nc(N)c1Cc1c(F)cccc1Cl	-1	-5	103	45	-3.1	3	-6	-58	1.4
Cc1ccc(C(=O)Nc2nncs2)cc1S(=O)(=O)N1CCOCC1	4	-5	103	12	-2.0	2	-7	8	-3.5
O=C(CN1CCN(c2ccccc2Cl)CC1)NC1CCCc2ccccc21 (stereo unspecified)	-16	0	129*	1	-2.6	3	-18	10	-1.1
CCN(CC)c1ccc(C(=O)OCC(=O)N(C(C)C)C(C)C)cc1	-22	-5	106	20	-1.3	1	-13	17	-2.5

Record cards (already shown).
`CCOC(=O)C1=C(CN2CCc3ccccc32)NC(=O)NC1c1cc(C)ccc1C` (stereo unspecified) in the list: NS3 helicase inh: 3; p-CIP stab down: /; MEKK3 PB1 HTS: 102; PHOSPHO1 block: /; IMP-1 inhibitor: -1.6; IDE cell activ: 8; FID counter: -10; UBC9 SUMO inh: /; VIM-2 inhibitor: -1.5
`CCN(CC)c1ccc(C(=O)OCC(=O)N(C(C)C)C(C)C)cc1` in the list: NS3 helicase inh: -22; p-CIP stab down: -5; MEKK3 PB1 HTS: 106; PHOSPHO1 block: 20; IMP-1 inhibitor: -1.3; IDE cell activ: 1; FID counter: -13; UBC9 SUMO inh: 17; VIM-2 inhibitor: -2.5

The results go on:
SMILES	NS3 helicase inh	p-CIP stab down	MEKK3 PB1 HTS	PHOSPHO1 block	IMP-1 inhibitor	IDE cell activ	FID counter	UBC9 SUMO inh	VIM-2 inhibitor
CNc1ccccc1C(=O)OCC(=O)c1ccccc1	-2	-1	101	16	-2.6	2	-8	-2	-2.6
CCCCCCOC(=O)c1ccc(OC(=O)c2cccnc2)cc1	-1	-6	90	7	-3.2	5	-13	-3	-1.6
O=C(c1ccc(Br)cc1)C(CN1CCOCC1)c1ccccc1 (stereo unspecified)	-9	-2	104	7	-0.9	-3	-9	-8	1.5
CC(=O)c1cc(C#N)c(SCC(=O)C(C)(C)C)nc1C	3	0	117	76*	-2.6	-9	-4	8	-3.4
COc1ccc(C(=O)CN(Cc2ccccc2)C2=NCCS2)cc1	-13	-3	103	-7	-0.9	0	6	6	-0.9
O=C(COC(=O)c1cc(=O)[nH]c2ccccc12)NC(=O)NC1CCCCC1	0	1	104	4	-2.8	8	-17	14	0.9
CCOC(=O)Cc1csc(NC(=O)c2ccc(S(=O)(=O)N3CCCC3)cc2)n1	1	2	106	-10	-2.3	4	-22	7	-4.9
CCCOc1ccc(-c2c(=O)n(OCC(=O)OCC)c3ccccc3[n+]2[O-])cc1	-9	2	98	19	-3.4	-6	-8	2	-1.9
O=C(Nc1ccc([N+](=O)[O-])cc1)c1cc2ccccc2nc1Cl	-5	4	92	44	-0.1	-1	8	1	1.1
Cc1nc2ccc(S(=O)(=O)N(C)CC(=O)N3CCc4ccccc4C3)cc2s1	-4	2	101	20	-3.9	6	-27	2	-3.5
CCN(C(=O)CN1CCN(c2ccccc2F)CC1)c1c(N)n(Cc2ccccc2)c(=O)[nH]c1=O	1	0	93	-7	-0.1	0	-8	-6	1.2
O=C(Oc1ccc(Cl)c2cccnc12)N1CCCCC1	4	-3	102	1	-2.9	3	-6	23	-2.1
Clc1ccc(-c2nnnn2-c2ccc(Cl)c(Cl)c2)cc1Cl	-17	2	100	-16	-2.2	5	1	18	-4.3
O=C(/C=C/c1cccs1)NCc1cccnc1	4	10	103	14	-3.9	7	-4	3	0.1
CC(C)C(c1nnnn1Cc1ccc(F)cc1)N1CCN(Cc2ccc3c(c2)OCO3)CC1 (stereo unspecified)	-16	-18	106	-11	-3.5	5	7	6	-0.8
CCOc1c(C)cc2[nH]c(CCC(=O)O)nc2c1C	-8	-9	97	-12	-3.5	8	0	-10	-5.1
COc1ccc(C(C(=O)NC2CCCC2)N(C(=O)c2ccco2)c2cc3c(cc2C(C)=O)OCO3)cc1 (stereo unspecified)	-2	-4	97	24	-1.6	5	-37	-3	-1.0
C=CCn1nnc2sc3c(c2c1=O)CCC(C)C3 (stereo unspecified)	2	10	98	2	-4.0	5	-6	-6	-3.7
CN(Cc1c(F)cccc1Cl)C(=O)c1ccc(COc2ccccc2)cc1	-8	-19	103	10	-5.2	1	-42	-3	-2.3
O=C(COc1ccc(S(=O)(=O)N2CCc3ccccc32)cc1Cl)NCc1ccccn1	-25	-5	98	32	-0.1	1	-27	8	-1.6
O=C(COC(=O)c1ccc[nH]c1=O)NC1CCCCC1	-6	-12	91	24	-2.6	4	5	7	-2.3
O=C(NCCN1C(=O)C2C3C=CC(C3)C2C1=O)Nc1ccccc1O (stereo unspecified)	6	-8	101	-13	-7.2	4	-1	9	-3.4
O=Cc1cc(Cl)ccc1OCCN1CCC(Cc2ccccc2)CC1	-56	-1	110	44	-2.0	5	22	13	-2.5
Cc1ccc(-n2c(C)cc(C(=O)OCC(=O)N(C)C3CCS(=O)(=O)C3)c2C)cc1 (stereo unspecified)	-7	11	92	32	-2.4	5	-26	10	-1.9
CCOC(=O)C1CCN(c2ccc([N+](=O)[O-])c(C(C)=O)c2)CC1	0	2	96	11	-0.1	2	-6	10	-2.4
Cc1onc(-c2ccccc2)c1C(N)=O	-1	-6	104	4	-3.3	3	-3	7	-4.7
O=C(CCC(=O)N1CCN(S(=O)(=O)c2ccc(Cl)cc2)CC1)NC1CCCc2ccccc21 (stereo unspecified)	-14	-14	100	29	-2.8	4	-36	8	0.0
COc1cc(-c2noc(CCCC(=O)Nc3ccc(C(N)=O)cc3)n2)cc(OC)c1OC	1	0	94	-4	-2.5	/	-17	0	-3.3
Cc1ccc(OCCNC(=O)C(=O)NCc2ccco2)cc1	9	-4	106	41	-1.1	-2	1	-7	1.6
Cc1ccc(S(=O)(=O)N2CCOCC(=O)NCCOCCNC(=O)COCC2)cc1	-3	-5	103	-20	-1.6	-1	-6	-16	-0.1
CC(C)(C)NC(=O)c1ccc2c(c1)CCO2	2	-10	97	20	-2.0	-1	1	15	-0.9
O=C(CCc1nc(-c2ccccc2Cl)no1)NCC1CCCO1 (stereo unspecified)	10	6	104	15	-2.9	-5	-6	-2	-0.8
COc1ccc(NC(=O)c2ccc3c(c2)OCO3)cc1[N+](=O)[O-]	12	-6	99	37	0.6	-8	7	12	1.1
CC(C)=CC(=O)N1CCCc2ccccc21	6	-4	100	-18	-6.1	4	-2	28	-4.3
Cc1nnc(C)c2c(C)n(Cc3ccc4c(c3)OCO4)c(C)c12	-2	-4	99	7	0.2	15	1	4	-0.4
O=C(CCN1CCCCC1)Nc1ccc(Br)cc1	1	-15	102	-15	-3.7	3	12	-9	-6.2
Cc1ccc(C)c(NC(=O)C(OC(=O)c2ccc(C)s2)c2ccccc2)c1 (stereo unspecified)	-9	-10	102	1	-1.9	6	-4	14	-0.6
Cc1nn(-c2ccccc2)cc1/C=N/O	5	2	94	-8	-4.2	8	-6	24	-2.2
O=C(Nc1ccccc1N1CCCC1)c1cccc(-c2cc3ccccc3oc2=O)c1	42*	0	96	9	-2.5	-2	-15	11	-2.5
Cc1nc2nc(SCC(=O)Nc3cccc(F)c3)[nH]c2cc1Br	4	0	99	18	-3.9	8	-11	-9	-2.9
CC(=O)N1CCN(c2ccc(NCc3ccc(C)s3)cc2)CC1	14	-3	111	-2	-25	-1	-11	0	-4.3
CCc1ccc(/C=N/NC(=O)Cc2cccn2C)cc1	-3	2	108	-3	-0.5	2	-12	20	-1.4
